Bioassay records from PubChem.
Dengue-2 NS5 capping = Dengue-2 NS5 methyltransferase inhibitors, primary screen, biochemical, confirmation dose response (AID 588689). Dengue-2 NS5 methyltransferase capping enzyme assay, biochemical; higher % means a stronger effect. 340,000 tested, 0.3% active. inhibition, % at 25 µM; hits with a dose series show IC50 in µM; in the data active = a potency from the dose series; inconclusive = inhibition above about 29% without an active follow-up result
Siah-1 displacement = Siah-1 peptide-binding antagonists, primary screen, biochemical, fluorescence polarization, rhodamine-plectin, uHTS (AID 1817); one-dose displacement, % at 20 µM; IC50 in µM for titrated hits; Siah-1 / rhodamine-plectin peptide fluorescence polarization; higher % means a stronger effect; E3 ubiquitin-protein ligase SIAH1 (Homo sapiens); 290,000 tested, 0.02% active;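 active = displacement of at least 50% at 20 µM, with a fluorescence ratio check between 0.3 and a set limit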;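 note: plate controls were Siah plus tracer with DMSO for no effect and tracer alone without Siah for full effect; strong numbers were not always called active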
XIAP antagonists = XIAP antagonists, biochemical, IAP family, fluorescence polarization (AID 1018) | E3 ubiquitin-protein ligase XIAP (Homo sapiens) | XIAP BIR domain, fluorescence polarization peptide displacement; higher % means a stronger effect | displacement, % at 20 µM; hits with a dose series show IC50 in µM | 200,000 tested, 0.007% active; in the data active = displacement above about 50%; note: a part of the inactive calls stands beside numbers as strong as those of hits
LYP phosphatase = inhibitors of LYP phosphatase, biochemical, fluorescence intensity, uHTS (AID 1779); Tyrosine-protein phosphatase non-receptor type 22 (Homo sapiens); recombinant LYP phosphatase, fluorescence intensity; higher % means a stronger effect; one-dose inhibition, % at 11.5 µM; IC50 in µM for titrated hits; 290,000 tested, 0.054% active; in the data active = inhibition above about 50%;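 note: plate controls were vehicle with enzyme for no effect and no enzyme for full effect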
RSV antiviral HEp-2 = RSV antiviral activity via CPE protection, HEp-2 cells, primary 10 µM value included (AID 2391). CPE inhibition, % at 10 µM; hits with a dose series show IC50 in µM. HEp-2 cells, RSV-induced CPE inhibition; higher % means a stronger effect. 310,000 tested, 0.13% active; in the data active = a potency from the dose series; inconclusive = CPE inhibition mostly from about 23% at the one dose, without a potency; inactive = the rest, 99 in 100 with CPE inhibition below about 21%; note: strong numbers were not always called active
Rac1 GTP hydrolysis = MgcRacGAP GTPase-activating activity inhibitors, confirmation, biochemical, ADP Hunter fluorescence; one-dose inhibition, % at 30 µM; IC50 in µM for titrated hits; 340,000 tested, 0.6% active; Rac GTPase-activating protein 1 (Homo sapiens); MgcRacGAP-stimulated Rac1 GTP hydrolysis, ADP Hunter fluorescence; higher % means a stronger effect; GST-tagged Rac1 F28L mutant substrate; AID 624330, 2012;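 active = first-screen hits whose inhibition reached a set limit at any dose in the follow-up dose series; inconclusive = inhibition above the set first-screen limit but never retested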;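 note: fluorescence reports GDP produced by GAP-driven GTP hydrolysis; strong numbers were not always called active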
AID2073 = inhibitors of Mint1-CaV2.2 protein interaction, biochemical, HTRF (AID 2073); one-dose inhibition, % at 20 µM; IC50 in µM for titrated hits; 290,000 tested, 0.19% active; Voltage-dependent N-type calcium channel subunit alpha-1B (Homo sapiens); HTRF protein-protein interaction, Mint1-CaV2.2; higher % means a stronger effect; in the data active = inhibition mostly above about 51%, no sharp cut-off; inconclusive = no clear call, values can overlap the other calls; inactive = mostly below about 53%; note: some results filed as inactive read as strong as hits
HIV peptide binding = inhibitors of HIV fusion peptide binding, primary screen, biochemical, uHTS, fluorescence dequenching (AID 1986); cell-free peptide binding, fluorescence dequenching, 30 min; higher % means a stronger effect; inhibition, % at 20 µM, or IC50 in µM where a hit was titrated; 290,000 tested, 0.3% active; in the data active = inhibition mostly above about 52%, no sharp cut-off; inactive = mostly below about 76%; note: some results filed as inactive read as strong as hits
Large T inhibition = SV40 large T antigen inhibitors, biochemical (AID 1903); 310,000 tested, 0.39% active; SV40 large T antigen ATPase/helicase inhibition assay; higher % means a stronger effect; inhibition, % at 20 µM; hits with a dose series show IC50 in µM; in the data active = a potency from the dose series; inconclusive = inhibition mostly from about 32% at the one dose, without a potency; inactive = the rest, 99 in 100 with inhibition below about 32%; note: strong numbers were not always called active
Dengue-2 NS5 capping pilot replicate = recorded beside Dengue-2 NS5 capping, whose call it bears; inhibition, %; measured here: pilot screen replicate inhibition
An asterisk follows results filed as active; ? = inconclusive; · = no result given. An unsorted share of the library (roughly 1.7% active in at least one column).

SMILES	Dengue-2 NS5 capping	Siah-1 displacement	XIAP antagonists	LYP phosphatase	RSV antiviral HEp-2	Rac1 GTP hydrolysis	AID2073	HIV peptide binding	Large T inhibition	others
O=C(CCN1CCN(S(=O)(=O)c2ccc(F)cc2)CC1)Nc1ccccc1F	-11%	-1%	·	-7%	-0.5%	2%	8%	-0.2%	-2%
Cc1cc(C(F)(F)F)n(-c2nc(C(=O)O)cs2)n1	-2%	-3%	-8.7%	-11%	0.0%	6%	1%	0.5%	-4%
CCCCNc1ncnc2c1cnn2-c1ccc(Cl)cc1	-8%	-2%	-9.0%	8%	2.0%	-3%	10%	-1.4%	2%
O=C(Nc1ccc(C(=O)NCCCN2CCCCC2)cc1)C1=CSCCO1	-4%	5%	·	-5%	-0.1%	3%	8%	0.3%	2%
O=C(c1ccc2c(c1)OCO2)C1CCCN(Cc2cn[nH]c2-c2cccc(F)c2)C1 (configuration not stated)	1%	-2%	-2.2%	-6%	-1.4%	5%	-10%	-0.7%	21%
CCCc1nc2sc3c(c2c(=O)n1NC(=O)CCC(=O)OC)CCCC3	-2%	-4%	·	-7%	-0.1%	6%	0%	-0.4%	18%
COc1cccc(CC2(CO)CCCN(Cc3ccc(CO)o3)C2)c1 (configuration not stated)	-7%	1%	-2.3%	-1%	-1.5%	14%	0%	1.0%	6%
O=S(=O)(Nc1cc(F)ccc1F)c1cccc2nonc12	-5%	-1%	·	-8%	1.4%	2%	5%	0.4%	24%
Cc1ccccc1NC(=O)CCN1C(=O)c2ccccc2C1=O	-3%	0%	·	-10%	1.4%	5%	-2%	1.3%	11%
CCC(=O)N1CCc2cc(S(=O)(=O)CCC(=O)Nc3ccc(F)c(F)c3)ccc21	1%	0%	-6.9%	-4%	1.0%	14%	2%	6.6%	-1%
O=C(Cc1ccccc1)NNS(=O)(=O)c1ccc([N+](=O)[O-])cc1	1%	-7%	-54%	-7%	1.9%	11%	3%	-1.8%	11%
COc1ccc(Cc2nnc(SCC(=O)Nc3ccccc3C#N)o2)cc1	5%	-3%	·	-9%	-0.2%	10%	-18%	-0.6%	5%
COc1ccc(CCN=C(N)NS(=O)(=O)c2ccc(F)cc2)cc1	1%	17%	-4.7%	-7%	14%	3%	-11%	1.7%	11%
CCCSc1cc(=O)n(-c2ccccc2)nc1C(=O)O	-1%	-3%	-4.0%	-1%	0.8%	9%	0%	-1.7%	6%
Cc1ccc(NC(=O)C2CCCCC2C(=O)O)cc1Cl (configuration not stated)	0%	-2%	12%	-6%	0.9%	-1%	-10%	0.3%	-2%
COc1ccc(CNc2ncnc(N)n2)cc1	-3%	4%	1.4%	-5%	-0.6%	9%	1%	-2.4%	-10%
Cc1nonc1C1CCCN1Cc1cn[nH]c1-c1ccc(-c2ccccc2)cc1 (configuration not stated)	0%	-10%	-19%	-1%	45%	13%	24%	1.1%	12%
CCC(c1nnnn1C(C)(C)CC)N(CCCO)Cc1cc2cc(C)cc(C)c2[nH]c1=O (configuration not stated)	15%	-1%	-2.5%	-5%	·	6%	-19%	7.7%	1%
O=c1[nH]cc(S(=O)(=O)N2CCN(c3cccc(Cl)c3)CC2)c(=O)[nH]1	-3%	·	·	·	-1.2%	3%	·	·	2%
CCOCCCNC(=O)C(c1ccc(OC)cc1)N(Cc1ccc2c(c1)OCO2)C(=O)CNC(C)=O (configuration not stated)	-5%	2%	-9.6%	-1%	2.6%	3%	2%	0.5%	-5%
Cc1ccc(CNC(=O)COC(=O)c2ccc(S(=O)(=O)N3CCCC3)cc2)cc1	7%	-4%	-1.6%	-6%	0.2%	8%	3%	-0.1%	11%
CCOc1ccc(NC(=S)N2CCN(CCN3C(=O)c4cccc5cccc(c45)C3=O)CC2)cc1	-7%	4%	-2.7%	0%	-0.1%	12%	2%	-1.1%	1%
CCOc1ccc2[nH]cc(C(=O)NCc3ccccc3)c(=O)c2c1	-11%	-1%	·	8%	?	11%	0%	1.6%	4%	Dengue-2 NS5 capping pilot replicate=-2.8
COc1ccc(S(=O)(=O)Nc2ccccc2SC)cc1C	1%	-8%	-3.7%	-1%	3.3%	-4%	-2%	-2.3%	-2%	Dengue-2 NS5 capping pilot replicate=-0.9
CC(=O)c1cc(-c2ccccc2)n(CC(=O)NC2CCCC2)c1C	-5%	0%	-0.1%	1%	-0.1%	6%	-1%	-1.2%	1%
CNC(=S)NNC(=O)Cc1ccc(O)cc1	-8%	3%	-6.9%	-3%	1.6%	5%	-27%	-1.5%	30%
Cc1nnc(N2CCC(C(=O)NC3CCC(C)CC3)CC2)c2nn(-c3ccc(Cl)cc3)c(C)c12 (configuration not stated)	-4%	-9%	·	-5%	-0.9%	3%	22%	2.4%	0%
CCOc1ccc2nc(Nc3nc4ccc(NC(C)=O)cc4s3)sc2c1	-10%	-12%	-6.5%	0%	?	2%	55%*	-0.7%	8%
Cc1ccc(C(=O)Nc2ccc(F)cc2)cc1NC1=NC2CS(=O)(=O)CC2S1 (configuration not stated)	-3%	7%	·	-6%	2.0%	13%	4%	1.5%	·
CC(=O)CC[C@@H](C)O[C@@H]1OC(C)[C@H](O)CC1O (some centres not stated)	2%	·	·	·	1.3%	7%	·	·	17%
Cc1c(Cl)cccc1NC(=O)CCN1C(=O)C2CC=CCC2C1=O (configuration not stated)	-2%	3%	·	-7%	0.0%	5%	-4%	-0.9%	12%
Cc1ccc(C2CC(c3ccc(F)cc3)Nc3nc(N)nn32)cc1 (configuration not stated)	-2%	-3%	-1.8%	-3%	0.6%	8%	12%	1.5%	16%
COc1ccc(C(=O)N(CN2CCCC2=O)c2ccccc2OC)cc1OC	-11%	-2%	·	-1%	0.9%	2%	-7%	-0.9%	4%	Dengue-2 NS5 capping pilot replicate=1.2
CCc1nnc(SCC(=O)NC2CCCC2)nc1CC	-6%	1%	-3.3%	-9%	-0.6%	-1%	-1%	-2.1%	14%
COc1cccc(-n2c(COc3ccccc3C)nnc2SCC(=O)O)c1	-4%	1%	1.8%	-9%	-1.2%	2%	-4%	-1.5%	13%
CCOC(=O)c1ccc(NC(=S)N2CCSC2c2ccc(Cl)cc2)cc1 (configuration not stated)	-8%	-1%	-2.6%	-4%	52%	6%	-2%	-0.2%	8%
C/C(Cl)=C/CN1C(=O)C2C3C=CC(C3)C2C1=O (configuration not stated)	2%	2%	-3.6%	-7%	4.0%	7%	1%	2.4%	2%
O=C(O)c1cccc(NS(=O)(=O)c2ccc(C3CCCCC3)cc2)c1	5%	6%	-5.2%	-12%	-0.1%	-3%	46%	13%	6%
O=C(Nc1c(Cl)cc(Cl)cc1-c1nc2ccccc2s1)c1ccc(Br)o1	2%	2%	-3.8%	0%	8.8%	10%	?	1.1%	7%
NC(=S)Cc1ccc(Cl)cc1Cl	0%	2%	·	-4%	0.2%	7%	-6%	-1.4%	10%
COc1ccc(S(=O)(=O)N2CCC3(CC2)OCCN3S(=O)(=O)c2ccc(C)cc2)cc1OC	-9%	·	·	·	-1.9%	2%	·	·	9%
CN(C)CCn1c2c(c(SCC(=O)Nc3ccccc3)nc1=O)CCCC2	4%	·	·	·	1.6%	4%	·	·	16%
Fc1ccc(CN2CCN(c3ncnc4scc(-c5ccc(F)cc5)c34)CC2)cc1	-2%	-1%	·	4%	18%	8%	-2%	0.4%	-3%
CCOc1ccc(-n2c(=O)c3c(C)c(C(=O)N(C)C)sc3n(CC(=O)Nc3ccccc3F)c2=O)cc1	2%	0%	-3.4%	-8%	-0.4%	2%	-12%	-1.4%	3%
CCN(CC)S(=O)(=O)c1cccc(NC(=O)COC(=O)CCc2nc3ccccc3s2)c1	-7%	11%	-4.7%	2%	0.5%	2%	-9%	-1.3%	12%
Cc1ccc(C(=O)N2NC(c3ccc(F)cc3)C3C(=O)N(c4ccc(C)c(C)c4)C(=O)C32)cc1 (configuration not stated)	3%	4%	-17%	8%	1.5%	-1%	5%	-3.4%	10%
Cc1ccc(S(=O)(=O)CCC(=O)c2cccc([N+](=O)[O-])c2)cc1	-28%	4%	·	0%	1.5%	2%	9%	1.8%	33%
COc1ccc(C2CC(c3c(-c4ccccc4)c4cc(Cl)ccc4[nH]c3=O)=NN2C(=O)CCC(=O)O)cc1 (configuration not stated)	6%	4%	-4.1%	3%	-0.3%	7%	12%	15%	32%
COc1ccc(-c2nnc(OCc3ccccc3)c3ccccc23)cc1	-5%	0%	-2.6%	3%	5.2%	9%	4%	-2.3%	13%
Cc1nc(C(=O)N/N=C/c2[nH]ncc2Br)cs1	4%	7%	·	-2%	2.9%	6%	3%	-1.6%	6%
CN(C)CCCNc1cc(Cl)c(S(=O)(=O)N2CCCCC2)cc1C(=O)O	1%	-8%	-2.4%	-2%	·	-2%	6%	-3.3%	0%
Cc1n[nH]c(=O)nc1Nc1ccc(O)cc1	-3%	-1%	-0.3%	-2%	-0.4%	?	-10%	13%	4.5µM*
CCc1ccc(NC(=O)c2ccc(F)c(S(=O)(=O)N(CC)c3ccccc3)c2)cc1	-9%	-2%	-2.5%	-7%	1.0%	8%	-1%	-1.4%	13%
CCOC(=O)[C@H]1NN=C(C(=O)OC)[C@@H]1c1ccccc1	-4%	-2%	-2.8%	-3%	0.7%	2%	-3%	-3.1%	2%
Cc1ccc(-c2ccc(C)c(N)c2C)c(C)c1N	-10%	4%	-4.4%	-1%	-0.4%	6%	-5%	0.4%	9%
COC(=O)c1ccc(NC(=S)Nc2cccc(C)n2)cc1	-13%	7%	-4.5%	4%	0.3%	11%	55%	1.7%	6%
CC(=O)c1sc(N/N=C\c2c(O)ccc3ccccc23)nc1C	16%	·	·	·	4.2%	6%	·	·	16%
Cc1ccnc(NC(=O)CCc2c[nH]c3ccccc23)c1	-7%	11%	·	-6%	-0.2%	1%	47%	0.2%	12%
O=C1CSC(=S)N1N1C(=O)c2cccc([N+](=O)[O-])c2C1=O	·	-3%	-4.8%	-10%	1.4%	·	6%	12%	21%

For reference, 3 of the compounds above.
SMILES	Dengue-2 NS5 capping	Siah-1 displacement	XIAP antagonists	LYP phosphatase	RSV antiviral HEp-2	Rac1 GTP hydrolysis	AID2073	HIV peptide binding	Large T inhibition	others
Cc1nc(C(=O)N/N=C/c2[nH]ncc2Br)cs1	4%	7%	·	-2%	2.9%	6%	3%	-1.6%	6%
CN(C)CCCNc1cc(Cl)c(S(=O)(=O)N2CCCCC2)cc1C(=O)O	1%	-8%	-2.4%	-2%	·	-2%	6%	-3.3%	0%
Cc1n[nH]c(=O)nc1Nc1ccc(O)cc1	-3%	-1%	-0.3%	-2%	-0.4%	?	-10%	13%	4.5µM*
